Insulin prom inh = TRM-6 insulin promoter activity inhibition | TRM-6 cells (human fetal islet line), insulin promoter-eGFP reporter, imaging; reporter expression induced with tamoxifen | inhibition, % at 2 µM | 130,000 compounds, 0.9% hits | AID 1273;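 active = inhibition above the mean plus 3 SD, with well images judged a real hit on visual review, cut at about 60% in these data, passing the limit was not always enough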
SDO1 yeast rescue = sdo1-depleted yeast growth rescue; S. cerevisiae sdo1-depleted JHY4D growth rescue, OD600 30 h; stronger effect = higher value; pdr5 snq2 efflux-pump mutant strain; AID 817; z-score at 10 µM; 140,000 compounds, 0.21% hits;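 active = z-score above 3 at both the 24 hr and the 30 hr optical density reads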;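 note: z-score against mean and SD of all compound wells on the same plate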
SDO1 yeast rescue Rescue 24 h = recorded beside SDO1 yeast rescue, whose call it bears; z-score; S. cerevisiae sdo1-depleted JHY4D growth rescue, OD600; measured here: growth rescue at 24 h;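 0 is the plate mean of compound wells and units are plate SD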
* = called active by the depositor; x = not tested or not shown; & = joins results of further samples.

Start of the data: the first 5 compounds, ahead of the listing:
nr	Molecule	SDO1 yeast rescue	Insulin prom inh	SDO1 yeast rescue Rescue 24 h
1	Cc1cc(S(=O)(=O)N2CCCC2)ccc1OCC(=O)NCc1ccco1	1.2	x	1
2	CCCN(CCC)S(=O)(=O)c1ccc(NC(=O)COc2ccccc2)cc1	-0.26	17	0.22
3	COCc1cc(C)nc(SCC(=O)Nc2cc3c(cc2C#N)OCO3)c1C#N	-0.9	21	-0.61
4	COc1ccc2c(c1)c(=O)c(C(=O)c1ccc(F)cc1)cn2CC(=O)Nc1ccc(F)cc1	-0.04	27	0.15
5	Cc1ccc(C(=O)NCCSC(C)(C)C)cc1	-0.4	3	-0.44

Results, from the first entry:
nr	Molecule	SDO1 yeast rescue	Insulin prom inh	SDO1 yeast rescue Rescue 24 h
1	Cc1cc(S(=O)(=O)N2CCCC2)ccc1OCC(=O)NCc1ccco1	1.2	x	1
2	CCCN(CCC)S(=O)(=O)c1ccc(NC(=O)COc2ccccc2)cc1	-0.26	17	0.22
3	COCc1cc(C)nc(SCC(=O)Nc2cc3c(cc2C#N)OCO3)c1C#N	-0.9	21	-0.61
4	COc1ccc2c(c1)c(=O)c(C(=O)c1ccc(F)cc1)cn2CC(=O)Nc1ccc(F)cc1	-0.04	27	0.15
5	Cc1ccc(C(=O)NCCSC(C)(C)C)cc1	-0.4	3	-0.44
6	Clc1nc(-c2ccccn2)nc2scc(-c3ccccc3)c12	-0.84	-33	0.19
7	Cc1csc(NC(=O)C2CCN(S(=O)(=O)c3ccccc3F)CC2)n1	x	-111	x
8	O=C(Nc1ccc(Br)cn1)c1ccc2nccnc2c1	x	-91	x
9	Cc1ccc2nc(/C=C/c3cccc(F)c3)ccc2c1	0.45	-17	2.5
10	Cc1cc(C(=O)COC(=O)c2ccc(O)cc2)c(C)n1CC1COc2ccccc2O1 (stereo not given)	-1.4	0	0.27
11	COc1cccc(C(=O)NCC(=O)n2nc(C)cc2C)c1	0.44	-9	0.62
12	Cc1cccc(CSc2nnc(NC(=O)CSc3nnc(C)s3)s2)c1	-0.63	x	0.7
13	COc1ccc(C(=O)NNC(=O)CCn2nnc(-c3ccc(C)cc3)n2)cc1OC	x	0	x
14	CCOc1ccc(S(=O)(=O)Nc2ccccc2SC)c2cccnc12	-1.2	-71	-0.46
15	CCOC(=O)C1CCCN(CCCc2ccccc2)C1 (stereo not given)	0.82&1.3	33	1.9&0.92
16	COc1cc(OC)cc(OCC(O)Cn2cnc3cc(C)c(C)cc32)c1 (stereo not given)	-0.67	x	-1.3
17	CCOC(=O)NC(=O)c1cn(CCN(C)C)c(=O)[nH]c1=O	2	-7	1.5
18	O=[N+]([O-])c1ccc(N/N=C\c2ccccc2OCc2ccccc2)cc1	1.8	-27	3.4
19	Cc1cccc2c(-c3ccccc3)cc(=O)[nH]c12	-0.43	65	-0.24
20	Cc1ccc(C23CC4CC(CC(NC(=O)NCCN(C)C)(C4)C2)C3)cc1	-0.31	-26	-0.14
21	Cc1ccccc1-c1noc(C2CCCCC2)n1	0.76	27	1
22	O=C(COc1ccc2c(c1)OCO2)Nc1ccc2c(c1)oc1ccccc12	0.29	49	2.6
23	O=C(COc1ncnc2cc([N+](=O)[O-])ccc12)N(CCc1ccccc1)Cc1ccccc1	-0.1	0	0.11
24	CCCNC(=O)C1CC(=O)N(c2ccc(OCC)cc2)C1 (stereo not given)	x	31	x
25	COc1ccc(N=C2S/C(=C\c3ccc(N4CCOCC4)o3)C(=O)N2CCc2c[nH]c3ccccc23)cc1	1.3	43	2.2

Copied from the list.
SDO1 yeast rescue, #21 = 0.76
SDO1 yeast rescue Rescue 24 h, #19 = -0.24

The list continues:
nr	Molecule	SDO1 yeast rescue	Insulin prom inh	SDO1 yeast rescue Rescue 24 h
26	COc1ccc(/C(C)=N/NC(=O)c2nc(C)cc(C)n2)cc1	0.18	0	0.23
27	C/C(=C\c1ccco1)C1C(C#N)=C(N)Oc2n[nH]c(-c3ccccc3)c21 (stereo not given)	-0.23	x	-0.19
28	CCCCCN(C(=O)NC(=O)NCCCC)S(C)(=O)=O	0.43	x	-0.66
29	CCOc1ncccc1C(=O)OCc1ccc(C(=O)OC)cc1	0.06	x	-0.27
30	COC(=O)c1c(NC(=O)CSc2nncs2)sc2c1CCCCC2	-0.56	6	-0.6
31	Cc1cc(C)c(C(CC(=O)c2cccs2)C(C#N)C#N)c(C)c1 (stereo not given)	-1.3	42	-0.58
32	NC(=O)C(c1ccc(Cl)cc1Cl)c1ncc(C(F)(F)F)cc1Cl (stereo not given)	-0.13	3	-0.5
33	Cc1ccc(C(=O)c2c[nH]c(C(=O)NCCCN3CCOCC3)c2)cc1	0.85	24	0.12
34	CNC(=S)N1N=C(c2ccc(Br)cc2)CC1c1ccc(OC)cc1 (stereo not given)	-0.91	17	-0.07
35	O=C(CSc1ccc2nnc(-c3ccccn3)n2n1)NCC1CCCO1 (stereo not given)	0.51	x	-0.25
36	CCOC(=O)c1sc(NC(=O)CSc2nc(C)cc(C)n2)c(C#N)c1C	-1.1	-20	-0.91
37	CN(C)CCNC(=O)NC1CCCCC1	-0.07	21	-0.2
38	COc1ccccc1C(=O)Oc1ccc(N2C(=O)CCC2=O)cc1	0.31	-17	0.03
39	CCOC(=O)N1CCC(NC(=O)c2cc3cc4cc(OC)ccc4nc3o2)CC1	1.1	-21	0.91
40	CCNc1nc(NCC)nc(SCCOC(=O)c2ccccc2)n1	-0.9	72	-0.31
41	Nc1cc(N)nc(SCc2cccnc2)n1	0.07	-41	-0.63
42	CCOc1ccc(C2C(C(=O)Nc3ccccc3)=C(C)N=c3s/c(=C/c4cccc(OCC(=O)O)c4)c(=O)n32)cc1 (stereo not given)	x	-7	x
43	O=C(c1ccc(COc2ccc(Cl)cc2)o1)N1N=C(C(F)F)CC1(O)C(F)F (stereo not given)	-2.2	25	-1.6
44	CCOc1ccc(-c2[nH]ncc2Oc2ccccc2OCC)c(O)c1	-2.2	-108	-1.9
45	COc1cccc(OC)c1C(=O)NC(=S)N1CCN(c2ccc(C(F)(F)F)cc2[N+](=O)[O-])CC1	-0.04	29	0.12
46	Oc1ccc(C(=S)N2CCCCC2)cc1	0.75	-48	-0.12
47	CCOc1ccc(-n2c3nc4ccccc4nc3c3c(=O)n(Cc4ccco4)cnc32)cc1	x	24	x
48	COc1ccc(NC(=O)CCNC(=O)Cn2cnc3ccccc3c2=O)c(OC)c1	-0.47	x	0.37
49	CNc1ccc(C(O)(C(F)(F)F)C(F)(F)F)cc1C(O)(C(F)(F)F)C(F)(F)F	-0.26	-92	-0.32
50	NC(=O)CSc1nnc(-c2cc3ccccc3o2)n1Cc1ccccc1	-0.85	-46	-0.83
51	O=C(c1cc([N+](=O)[O-])ccc1Cl)N1CCN(c2ccc([N+](=O)[O-])cc2)CC1	0.12	48	-0.19
52	COc1ccc(C(=O)N/N=C/c2ccc3cccc(OCc4ccccc4)c3n2)cc1	-0.81	x	0.12
53	CC(=O)Nc1ccc(S(=O)(=O)N(C)S(=O)(=O)c2ccc(F)cc2)cc1	0.24	x	0.32
54	COc1cc(C(=O)Nc2cc(C(F)(F)F)ccc2Cl)cc(OC)c1OC	-0.15	x	-0.55
55	COc1ccc(Cl)cc1NC(=O)CSc1ncnc2c1oc1ccccc12	-0.94	-33	1.3
56	CCOc1ccc(S(=O)(=O)NCCCN2CCOCC2)c2ccccc12	0.76	-15	0.86
57	CN(C)CCNC(=O)Cc1ccc([N+](=O)[O-])cc1	0.36	-17	-0.04
58	O=C(OCC(=O)N1CCCc2ccccc21)c1cnc(Cl)c(Cl)c1	-0.66	x	-0.7
59	CN(C)c1ccc(/C=N/NC(=O)c2cccc(N3CCCC3=O)c2)cc1	x	-33	x
60	CCC(CC)C(=O)NCc1ccccc1Cl	0.09	16	-0.69
61	C=CCn1c(SCc2ccccc2C#N)nnc1-c1ccccc1O	-0.54	x	-0.24
62	COc1ccc(S(=O)(=O)NCCC(=O)NCc2cccs2)cc1	1.1	-100	0.8
63	COc1ccc2c(c1OC)C(C1c3c(cc4c(c3OC)OCO4)CCN1C)OC2=O (stereo not given)	0.72	-90	0.07
64	Cn1ccnc1SCc1ccc([N+](=O)[O-])cc1	0.2	10	0.12
65	CCOC(=O)C1CCN(C(=O)c2cnn3c(C)cc(C)nc23)CC1	0.56	19	0.16
66	CCNc1nc2nonc2nc1NCC	0.4	x	-0.48
67	O=C(CN1C(=O)C2C3CCC(C3)C2C1=O)OCC(=O)c1cccc([N+](=O)[O-])c1 (stereo not given)	0.18	3	0.07
68	COc1ccc(N2CCN(c3nc(NCCc4ccc(OC)c(OC)c4)nc(OC)n3)CC2)cc1	-0.93	19	-0.78
69	O=C(NCCCC(=O)N1CCOCC1)c1cccnc1	0.77	14	-0.15
70	O=C(Nc1ccccc1)C(Cc1cccs1)c1nn[nH]n1 (stereo not given)	0.12	-57	-0.47
71	CCOC(=O)N1CCC(c2cc(=O)n3[nH]ccc3n2)CC1	0.2	x	0.1
72	COc1ccc(C(NC(=O)c2ccc(-c3ccccc3)cc2)c2ccccc2)cc1 (stereo not given)	0.79	10	1.8
73	O=C(CN1C(=O)c2ccccc2C1=O)Nc1ccccc1C(=O)N1CCCC1	0.54	-72	0.6
74	COc1cc(CNc2ccc3[nH]c(=O)[nH]c3c2)cc(Br)c1OCC(=O)NC(C)(C)C	-0.16	0	0.09
75	CCc1nc2scc(-c3cccs3)c2c(=O)o1	0.45	69	0.89

Other entries:
nr	Molecule	SDO1 yeast rescue	Insulin prom inh	SDO1 yeast rescue Rescue 24 h
76	CC(=O)Nc1ccc2c(c1)nc(CCN1CCOCC1)n2C	0.05	24	0.19
77	O=C(NCc1ccncc1)c1nnc(Cc2c(F)cccc2Cl)o1	1.8	x	1.9
78	CCOC(=O)N1CCN(S(=O)(=O)/C=C/c2ccccc2)CC1	-0.43	x	-0.19
79	Cc1nc2ccc(S(=O)(=O)NC(C(=O)NCc3cccs3)C(C)C)cc2s1 (stereo not given)	0.16	x	0.88
80	Cc1ccc(-c2nnc(SCC(=O)Nc3ccccc3F)o2)cc1	-0.04	x	-0.76
81	CCc1nnc(NC(=O)C(=O)NCCOC(=O)c2ccccc2Cl)s1	0.31	x	0.43
82	CCN(CC)c1ccc(/C=N/Nc2ccccc2)c(O)c1	-1.1	60	-1.4
83	CCN(CC)C(=O)C(=O)N/N=C/c1ccc(Br)cc1	-0.33	33	-1.1
84	CC(=O)C1=C(O)C(=O)N(CCCCCC(=O)O)C1c1ccc(N(C)C)cc1 (stereo not given)	0.44	x	-0.13
85	O=C(CN1CCN(S(=O)(=O)c2ccc(Cl)cc2)CC1)Nc1ccc2c(c1)OCCO2	-0.32	3	-1.2
86	Fc1ccc(CO/N=C/C2=C(Cl)c3ccccc3CC2)cc1	0.27	-25	-0.27
87	COc1cc(CN2CCCC(C)C2)cc([N+](=O)[O-])c1O (stereo not given)	-0.85	x	-0.73
88	COc1ccc(N(CC(=O)NC2CCCCC2)S(=O)(=O)c2cccnc2)cc1	-0.68	x	-1.2
89	CC1C/C(=N/Nc2nc3ccccc3[nH]2)CC(C)(C)C1 (stereo not given)	-0.72	31	-0.59
90	CC(=O)Nc1ccc(N=Cc2nc(-c3ccc(C)cc3)oc2O)cc1	-0.25	-43	1.9
91	COc1cccc(CNCCO)c1OCc1ccc(Cl)cc1	x	7	x
92	Cc1ccc(NC(=O)/C(C#N)=C(\N)C(Cl)(Cl)Cl)nc1	x	-50	x
93	Cc1ccc(C2CC(c3ccco3)=NN2S(C)(=O)=O)cc1 (stereo not given)	0	7	-0.58
94	CCOc1ccc(N2CC(C(=O)N3CCc4ccccc4C3)CC2=O)cc1 (stereo not given)	0.39	26	0.18
95	CC(CC(=O)Nc1ccccc1C(F)(F)F)c1ccccc1 (stereo not given)	-0.77	30	-0.83
96	Cc1nc2c(C)cccc2cc1C(=O)N/N=C/c1cccnc1	-1.1	-15	-1.6
97	COc1ccc(CNc2nc3ccccc3n2CCN2CCCCC2)cc1	x	20	x
98	COc1ccc(OC)c(NC(=S)N2CCN(C/C=C/c3ccccc3)CC2)c1	-0.64	14	-0.18
99	c1ccc(SCCN2CCc3ccccc3C2)cc1	-0.48	43	0.16
100	Cc1ccc(NC(=O)c2cccc(N3C(=O)C4C5CCC(C5)C4C3=O)c2)c(C)c1 (stereo not given)	-0.18	x	-0.64
101	Oc1c(C(c2ccco2)N2CCN(C(c3ccccc3)c3ccccc3)CC2)sc2ncnn12 (stereo not given)	-0.06	x	-0.85
102	C#CCOc1c(Br)cc(/C=N\NC(=O)CN2CCOCC2)cc1OCC	-0.13	-23	-0.69
103	Cc1ccc(C)c(OCC(=O)N/N=C/c2c(C)nn(-c3ccccc3)c2Cl)c1	-0.28	0	0.68
104	COC(=O)c1[nH]c2c(c1C)C(=O)CC(c1ccccc1)C2 (stereo not given)	-0.43	-320	-0.54
105	O=C(NCCOc1cccc(Cl)c1Cl)c1cc(-n2cnnc2)ccc1Cl	1.4	x	1.9
106	COc1ccc(C(c2c(O)ccc3ccccc23)N2CCOCC2)c(OC)c1 (stereo not given)	-0.64	x	0.03

A stretch of the results above:
nr	Molecule	SDO1 yeast rescue	Insulin prom inh	SDO1 yeast rescue Rescue 24 h
103	Cc1ccc(C)c(OCC(=O)N/N=C/c2c(C)nn(-c3ccccc3)c2Cl)c1	-0.28	0	0.68
104	COC(=O)c1[nH]c2c(c1C)C(=O)CC(c1ccccc1)C2 (stereo not given)	-0.43	-320	-0.54
105	O=C(NCCOc1cccc(Cl)c1Cl)c1cc(-n2cnnc2)ccc1Cl	1.4	x	1.9
106	COc1ccc(C(c2c(O)ccc3ccccc23)N2CCOCC2)c(OC)c1 (stereo not given)	-0.64	x	0.03

Bioassay records as filed in PubChem BioAssay.
